CASP6 VEID inh = caspase-6 (human) enzyme inhibition; inhibition, % at 12.5 µM; 350,000 tested, 0.53% active; P55212; AID 686996; purified caspase-6, Z-VEID-R110 cleavage fluorescence;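 active = mean inhibition across replicates at least about 35%, with every replicate also reaching that limit, limit read from the data; inconclusive = only one of the two criteria met; inactive = neither criterion met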;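 also: 0% = median of neutral control wells and 100% = no fluorescence left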
ARNT-TACC3 inh = ARNT/TACC3 interaction disruption; AlphaScreen His-ARNT PAS-B/GST-TACC3 binding, luminescence; TACC3 fragment carries E629A point mutation; inhibition, % at 9.99 µM; AID 623870; Q9Y6A5; 390,000 tested, 0.66% active;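 active = mean inhibition of replicates at least 50% and at least half of replicates each reaching 50%; inconclusive = half or more replicates reach 50% but mean below 50%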;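 also: 0% = complete ARNT plus TACC3 wells and 100% = ARNT alone without TACC3; many hits fall short of the cut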
ERp5 block = inhibitors of human ERp5; 350,000 tested, 0.05% active; inhibition, % at 9.99 µM; Q15084; ERp5 insulin aggregation, absorbance 650 nm, 90 min;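 active = mean replicate inhibition above about 25%, with every replicate also reaching it, limit read from the data, passing the limit was not always enough; inconclusive = only one of those two criteria met; inactive = neither criterion met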
RAD54 inh = inhibitors of human RAD54 branch migration; Q92698; RAD54 Holliday junction branch migration, FAM/BHQ fluorescence; inhibition, % at 10.4 µM; 360,000 tested, 0.14% active; AID 602329;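 active = mean normalized replicate activity at least 40 and at least half of replicates scoring 40 or more; inconclusive = only one of the two criteria met; inactive = mean below 40 and under half of replicates reaching 40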;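 also: 0% = median of neutral control wells and 100% = median of positive control wells; inhibitors cause a drop in the FAM fluorescence signal; in these data hits start at about 50%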
RAD52 anneal inh = RAD52 (human) annealing inhibition | P43351 | recombinant RAD52 DNA annealing, FRET fluorescence | inhibition, % at 18.7 µM | 360,000 tested, 0.46% active | AID 651710;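 active = every replicate showing at least 50% inhibition; inconclusive = mean inhibition at least 50% but not in every replicate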
Target sequence (P43351 whole entry, looked up): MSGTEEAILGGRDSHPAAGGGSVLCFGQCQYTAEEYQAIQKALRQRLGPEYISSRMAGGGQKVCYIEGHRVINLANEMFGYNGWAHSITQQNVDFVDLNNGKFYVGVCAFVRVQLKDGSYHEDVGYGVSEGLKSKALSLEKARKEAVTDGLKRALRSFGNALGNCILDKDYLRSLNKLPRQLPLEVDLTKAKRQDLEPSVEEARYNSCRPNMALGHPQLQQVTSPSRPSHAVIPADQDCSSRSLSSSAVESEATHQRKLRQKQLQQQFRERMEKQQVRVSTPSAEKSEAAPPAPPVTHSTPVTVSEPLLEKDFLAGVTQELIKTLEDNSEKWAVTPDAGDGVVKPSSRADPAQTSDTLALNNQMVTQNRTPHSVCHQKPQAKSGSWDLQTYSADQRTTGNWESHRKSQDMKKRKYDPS
esBAF inh = blocks esBAF chromatin remodeling in mouse ES cells. Bmi1-luciferase knock-in reporter, 24 h; 100% = twice the neutral-well signal. reporter increase, % at 12.5 µM. 350,000 tested, 2% active; in the data active = activation above about 40%; inconclusive = no clear call, values can overlap the other calls;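 also: 0% = median of the plate's neutral control wells and 100% = double that signal; a rise in the Bmi1 reporter signal indicates esBAF inhibition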
PglD DTNB = inhibitors of Campylobacter jejuni PglD acetyltransferase. purified PglD enzyme, DTNB colorimetric CoA detection. inhibition, % at 12.5 µM. 360,000 tested, 0.098% active. AID 602405; in the data active = inhibition above about 16%, passing the limit was not always enough; inconclusive = no clear call, values can overlap the other calls; also: strong numbers were not always called active
E-sel inducer = induces E-selectin expression in human endothelial cells; activation, % at 7.58 µM; HUVEC E-selectin immunofluorescence imaging; normalized: neutral wells 0, TNF-alpha wells 100; 260,000 tested, 0.37% active; P16581;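 active = mean E-selectin-positive cell signal at least 10% of the positive control, reached in at least 60% of replicates, without over 20% cell loss; inconclusive = no rule given, readout overlaps actives, possibly toxicity-flagged; inactive = the rest, including those meeting only one limit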;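 also: in these data hits start at about 27%; measured in HUVEC primary endothelial cells; signal is the percent of cells scored E-selectin positive by PE staining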
Target sequence (P16581 whole entry, looked up): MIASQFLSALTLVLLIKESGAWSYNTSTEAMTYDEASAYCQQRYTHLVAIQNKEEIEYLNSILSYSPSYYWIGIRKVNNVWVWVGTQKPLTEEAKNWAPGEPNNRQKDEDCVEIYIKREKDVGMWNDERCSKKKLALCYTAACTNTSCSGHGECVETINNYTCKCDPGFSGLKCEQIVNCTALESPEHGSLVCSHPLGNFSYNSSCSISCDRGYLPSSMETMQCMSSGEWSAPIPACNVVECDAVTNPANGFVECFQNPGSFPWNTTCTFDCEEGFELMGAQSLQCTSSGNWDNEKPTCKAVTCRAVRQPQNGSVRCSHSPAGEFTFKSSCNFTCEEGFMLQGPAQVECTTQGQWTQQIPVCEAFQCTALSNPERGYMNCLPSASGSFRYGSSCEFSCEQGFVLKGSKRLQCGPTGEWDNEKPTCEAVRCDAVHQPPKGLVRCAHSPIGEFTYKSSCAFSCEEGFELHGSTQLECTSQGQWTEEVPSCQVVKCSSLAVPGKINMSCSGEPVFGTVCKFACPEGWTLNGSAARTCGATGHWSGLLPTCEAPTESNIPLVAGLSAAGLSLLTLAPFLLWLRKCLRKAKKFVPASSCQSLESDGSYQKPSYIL
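Material: HUVEC primary endothelial cells; Amount: 3,000 cells per well; Dosing: single concentration; Medium: EGM-2 growth medium on 0.1% gelatin-coated wells; Read-out basis: percent E-selectin-positive cells; Signal: immunofluorescence imaging; Control set: TNF-alpha, DMSO.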
The depositor's hits bear a star; ? = inconclusive; / = not tested or not shown; & = joins results of further samples.

SMILES	CASP6 VEID inh	ARNT-TACC3 inh	ERp5 block	RAD54 inh	RAD52 anneal inh	esBAF inh	PglD DTNB	E-sel inducer
CC(C)CCSc1nnc(N)s1	-4.0	-7.0	-5.8	/	-2.8	/	/	/
Cc1cccc(N2CC(c3nc4ccccc4[nH]3)CC2=O)c1 (centres undefined)	-1.9	-11.2	3.0	/	-13.8	/	/	/
COc1ccccc1CNC(=O)CSc1n[nH]c(N)n1	1.8	-8.0	4.2	-0.8	-1.6	-10.7	-4.6	-0.1
C[C@H](CO)N1C[C@H](C)[C@H](CN(C)C(=O)Nc2ccccc2C(F)(F)F)OCc2ccccc2-c2c(n(C)c3ccccc23)C1=O	1.0	/	-1.5	/	7.9	/	/	0.1
C/C=C/c1ccc2c(c1)O[C@@H](CN(C)C(=O)Nc1ccccc1)[C@@H](C)CN([C@H](C)CO)S2(=O)=O	0.5	-1.6	0.5	3.9	14.1	-4.6	1.6	0.5
O=c1c2c([nH]c3ccc(Br)cc13)CCCC2	/	-8.0	/	-2.7	/	-0.6	2.1	/
COc1cccc(-c2cc(C(=O)NCC3CCCO3)c3cc(Br)cc(C)c3n2)c1 (centres undefined)	-1.4	12.9	3.9	-8.3	-9.3	18.9	-0.4	-0.1
COC(=O)C[C@@H]1C[C@H]2c3cc(NS(=O)(=O)c4ccccc4)ccc3O[C@H]2[C@H](CO)O1	/	-10.0	/	3.5	/	2.4	1.9	3.8
O=C(C[C@H]1C=C[C@@H](NC(=O)CN2CCOCC2)[C@H](CO)O1)NCc1cccc(F)c1	-1.8	-8.9	4.1	0.3	-3.3	-2.3	-2.2	-0.2
Cc1ccc(C2(C)NC(=O)N(CC(=O)NNC(=O)c3ccoc3C)C2=O)cc1 (centres undefined)	-1.2	-2.3	0.0	11.1	-6.4	-4.2	-4.1	2.3
Cc1[nH]n(-c2ccccc2)c(=O)c1C(=O)c1cccc(F)c1	2.2	2.7	1.3	/	-2.0	/	/	/
CCc1ccc(S(=O)(=O)Nc2ccc(N3CCN(C)CC3)cc2)cc1	-8.4	0.4	0.7	2.2	-2.0	-0.1	-4.0	/
COc1ccc(NS(=O)(=O)c2ccc(C(=O)N3CCC(C)CC3)cc2)cc1	1.2	-6.0	-6.0	0.1	3.1	0.5	0.5	1.1
O=C(/C=C/c1cccs1)NC1CCCC1	-0.9	-0.7	3.3	-4.9	-6.6	26.4	-5.1	25.6
O=C(OC(C(=O)NC1CCCCC1)c1ccccc1F)c1ccco1 (centres undefined)	2.6	-0.1	0.2	4.1	-8.7	10.7	4.8	-0.2
O=C(NCc1cc(C(F)(F)F)cc(C(F)(F)F)c1)C1CC(c2ccccc2[N+](=O)[O-])=NO1 (centres undefined)	-7.4	-3.6	-7.9	1.4	-2.2	4.3	-1.7	-0.1
O=C(COc1ccccc1Cl)Nc1ccc(C(=O)N2CCCCC2)cc1	1.6	-6.8	1.5	-0.9	-9.2	-3.5	-1.4	-0.1
C[C@H](CO)N1C[C@H](C)[C@@H](CN(C)CC2CC2)Oc2ccc(NS(=O)(=O)c3ccc(F)cc3)cc2CC1=O	-10.7	-14.4	4.9	-1.8	4.8	1.4	-2.3	0.1
NC1=NC(=Nc2ccc(S(N)(=O)=O)cc2)c2ccccc21	3.9	-1.5	4.3	1.3	-19.7	3.4	-5.6	-0.1
COc1ccc(S(=O)(=O)N(C)C[C@H]2OCCCC[C@H](C)Oc3ccc(NC(=O)Nc4ccc5c(c4)OCO5)cc3C(=O)N([C@H](C)CO)C[C@@H]2C)cc1	0.0	20.9	3.0	-8.7	-30.5	3.6	-1.3	-0.2
O=C(COC(=O)CNC(=O)c1ccccc1)Nc1ccc(S(=O)(=O)N2CCCC2)cc1	-2.4	-5.9	-4.3	/	-9.3	/	/	/
O=C(Nc1ccccc1)[C@H]1[C@H](CO)[C@H]2Cn3c(ccc(C4=CCCCC4)c3=O)[C@H]2N1Cc1cocn1	-5.0	1.1	1.2	0.9	-8.1	1.1	-0.7	-0.2
COCC(=O)N1C[C@H]2[C@@H](c3ccccc31)[C@H](CO)N2C(=O)C1CCOCC1	0.0	-0.8	4.7	2.6	-0.1	-5.5	0.4	0.7
Cc1cc(NC(=O)CN(C)CC(=O)Nc2ccc(Cl)cc2)no1	0.5	4.6	1.3	-3.2	-8.8	4.8	0.7	-0.2
CCC(C)NC(=O)CC(C)C (centres undefined)	0.2	-2.7	1.3	-8.8	7.3	-2.8	-4.4	18.1
CCOC(=O)Cc1csc(NC(=O)CC(C)(C)C)n1	/	-10.3	/	9.5	/	27.7	-4.4	/
COc1ccccc1-c1cn(CC[C@H]2CC[C@H](NC(=O)c3ccccc3F)[C@@H](CO)O2)nn1	1.5	1.6	-1.2	-9.7	-1.3	-12.2	-0.3	-0.2
CCOC(=O)N1CCC(N2CCN(CCC(C)C)C(CCO)C2)CC1 (centres undefined)	-1.3	6.5	2.5	1.6	-3.0	4.6	5.0	/
CCOC(=O)[C@]12CCC=C1N(CCC1=CCCCC1)C(=O)[C@H](CC(=O)NCCc1ccccc1OC)C2	0.5	/	-2.4	/	-11.8	/	/	180.4*
CCOC(=O)N1CCN(c2c(NCCN3CCCCC3CC)c(=O)c2=O)CC1 (centres undefined)	-5.3	-8.2	-1.0	-0.7	-11.2	-8.5	-2.2	0.1
C[C@H]1CN([C@@H](C)CO)S(=O)(=O)c2ccc(/C=C/c3ccccc3)cc2O[C@@H]1CN(C)C(=O)c1ccc2c(c1)OCO2	-10.1	2.6	-2.0	10.7	-4.1	-5.5	2.2	-0.1
Cc1cc(C)cc(OC(=O)c2cccnc2)c1	-1.6	-5.3	-1.1	-3.8	-7.4	-1.5	-6.3	-0.1
COc1cccc(C(=O)N2C[C@@H]3[C@H](c4ccccc42)[C@@H](CO)N3Cc2ccccc2Cl)c1	1.3	1.3	-0.2	-0.6	12.4	-0.2	-0.5	0.9
CN(C)CC#Cc1ccc([C@H]2[C@H]3CN(CC4CCOCC4)CCCCN3[C@H]2CO)cc1	0.9	2.9	-1.9	-11.1	38.2	2.0	-8.1	-0.4
CC1CCCN(S(=O)(=O)c2cccc(C(=O)NCCCN3CCCC3=O)c2)C1 (centres undefined)	-0.7	/	0.0	16.1	-12.6	-3.8	-1.0	-0.6
CC(C)N1CCN(Cc2ccsc2)CC1CCO (centres undefined)	2.8	-3.0	8.7	-2.6	-6.8	-0.6	-3.5	0.1
N#Cc1ccc(C(=O)Nc2cc(S(=O)(=O)N3CCOCC3)ccc2N2CCCC2)cc1	3.1	/	-16.2	-8.0	-3.4	-1.4	-3.0	/
CCC(=O)N1CC(=O)N2[C@H](CO)[C@@H](c3ccc(C#Cc4cccc(OC)c4)cc3)[C@H]2C1	-1.1	/	-0.2	/	-21.3	/	/	0.3
O=C(COc1ccc(S(=O)(=O)N2CCCC2)cc1Cl)NCc1ccccn1	2.1	-4.1	-2.9	2.9	-10.4	-3.2	1.8	-0.1
Cc1nnc(SCc2cccc(CSc3nnc(C)s3)c2)s1	/	-14.3	/	-2.8	/	?	2.9	/
O=C(NCC1CCCCC1)[C@H]1[C@H](CO)[C@H]2Cn3c(ccc(-c4ccc(F)cc4)c3=O)[C@@H]1N2	1.8	1.6	-1.5	-4.6	-3.7	-3.9	4.3	0.2
O=C1NC[C@H](Cc2ccccc2)N(CC2CCN(CCc3ccc(-c4ccccc4)cc3)CC2)C1=O	-2.4	9.9	1.0	16.2	-31.2	-3.3	-3.5	2.3
Cc1nc2scc(-c3ccccc3)c2c(=O)o1	/	-3.6	/	-1.2	/	3.7	2.4	/
CN(C)CC(=O)N[C@@H]1CC[C@H](CC(=O)NCc2ccc(Cl)cc2)O[C@H]1CO	-2.1	9.3	-1.7	6.4	-8.2	2.1	0.8	0.6
CC1=C(C(=O)N(C)C)CC(CC(=O)NCCc2ccccn2)C(=O)N1Cc1ccc(F)cc1 (centres undefined)	3.5	/	-3.2	-0.5	-11.5	1.3	1.4	-0.1
O=C(Nc1cccc(C(=O)Nc2ccccc2F)c1)c1ccccc1	-1.8	-5.8	-2.4	-10.2	-22.6	4.6	5.6	3.4
CN1CCN(S(=O)(=O)c2ccc3c(c2)oc(=O)n3C)CC1	2.2	-2.5	3.0	17.4	-11.4	1.7	-0.6	-0.1
COc1ccc(C(=O)N/C(=C/c2cccnc2)C(=O)N2CCCCCC2)cc1OC	-4.4	23.6	9.0	-3.7	1.2	0.3	-2.8	/
Cc1cc(C)cc(Cn2cc(CN3CC(N4CCN(CCN(C)C)CC4)CS3(=O)=O)nn2)c1 (centres undefined)	-119.4	/	-3.4	/	-11.9	/	/	-0.2
CCOC(=O)C1C(=O)OC(C)(C)C1C(CC)C(=O)c1ccccc1 (centres undefined)	/	-13.3	-0.8	/	-22.9	/	/	-1.7
Carrying on:
SMILES	CASP6 VEID inh	ARNT-TACC3 inh	ERp5 block	RAD54 inh	RAD52 anneal inh	esBAF inh	PglD DTNB	E-sel inducer
COc1cccc(OC)c1NC(=O)C1CCCN1C(=O)Nc1ccccc1Cl (centres undefined)	1.6	-2.3	0.2	9.9	-11.8	-5.3	6.3	-0.2
CCn1nc(C(=O)NNC(=O)C2CSC3(C)CCC(=O)N23)c2ccccc2c1=O (centres undefined)	0.1	0.8	5.9	2.2	-14.6	-3.8	5.3	-0.7
CCCCn1c(N)c(N(CC(C)C)C(=O)c2ccc(-c3ccc(Cl)cc3)o2)c(=O)[nH]c1=O	-0.9	1.8	3.3	6.0	-61.2	0.5	-2.8	/
CCOC(=O)C1=C(C)NC(=S)N(C(C)=O)C1c1ccc(OC)c(OC)c1 (centres undefined)	0.6	7.5	-2.3	-2.2	-20.1	/	-6.3	/
CC1(C)Cc2nc(NC3CCCCC3)c(C#N)cc2CO1	-0.9	1.0	-1.3	/	-12.7	/	/	/
COCC#Cc1ccc([C@H]2[C@@H](CO)N3C(=O)CN(C(=O)C4CCC4)C[C@H]23)cc1	0.0	/	0.7	/	-10.0	/	/	-0.1
COc1ccccc1-c1ccc2c(c1)[C@@H]1[C@@H](CCN1S(=O)(=O)c1ccc(C)cc1)[C@H](CO)N2	-1.1	3.4	11.8	-7.7	-9.6	2.9	-2.8	-0.2
COc1ccc(NC(=S)Nc2ccccn2)c(OC)c1	/	-0.7	/	-3.2	/	69.1*	5.9	/
CCCCOc1ccc(-n2nc(C)cc2C)nn1	/	0.0	/	1.7	/	31.4	-3.8	/
O=c1[nH]nc(-c2ccc(NCCO)c([N+](=O)[O-])c2)c2ccccc12	-0.6	-5.8	2.0	-0.9	-14.4	1.8	1.1	0.6
CO[C@H]1CN(C)C(=O)c2cc(NC(=O)C3CCCC3)ccc2OC[C@@H](C)NC[C@H]1C	-1.9&0.4	-9.6	-2.9&-2.0	-5.7	-2.9&-13.2	-2.7	1.8	-0.1&0.1

Four consecutive records already listed:
SMILES	CASP6 VEID inh	ARNT-TACC3 inh	ERp5 block	RAD54 inh	RAD52 anneal inh	esBAF inh	PglD DTNB	E-sel inducer
COc1ccc(NC(=S)Nc2ccccn2)c(OC)c1	/	-0.7	/	-3.2	/	69.1*	5.9	/
CCCCOc1ccc(-n2nc(C)cc2C)nn1	/	0.0	/	1.7	/	31.4	-3.8	/
O=c1[nH]nc(-c2ccc(NCCO)c([N+](=O)[O-])c2)c2ccccc12	-0.6	-5.8	2.0	-0.9	-14.4	1.8	1.1	0.6
CO[C@H]1CN(C)C(=O)c2cc(NC(=O)C3CCCC3)ccc2OC[C@@H](C)NC[C@H]1C	-1.9&0.4	-9.6	-2.9&-2.0	-5.7	-2.9&-13.2	-2.7	1.8	-0.1&0.1

Source: PubChem BioAssay
